Assay outcomes as filed in PubChem BioAssay.
PI4K2A block: qHTS for small molecular inhibitors of PI4K2A; Phosphatidylinositol 4-kinase type 2-alpha (Homo sapiens), Q9BTU6; purified PI4K2A, ADP-Glo luminescence, 1 h; hits give low values; activity change, negative = inhibition, % at 76.9 µM; hit rate 0.13% among 420,000; in the data active = activity change below about -50%; inconclusive = mostly about -30% to -49%;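 note: -100% = wells without enzyme as full effect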
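ADP-Glo luminescence measured ADP generated by PI4K2A enzyme (4 ug/mL before mixing) with 1.2 mM PI substrate (pre-mix) and 300 microM ATP (pre-mix). Tris pH7.5 buffer with MgCl2, Triton X-100; 1 h reaction at ambient temperature.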
IDH1 R132H inh: qHTS for Inhibitors of mutant isocitrate dehydrogenase 1 (IDH1): qHTS. Isocitrate dehydrogenase [NADP] cytoplasmic (Homo sapiens), O75874. IDH1-R132H enzyme, NADPH consumption, diaphorase/resazurin fluorescence. Potency, µM (series often up to 76.6 µM), for the others: at the highest dose activity change, negative = inhibition, most hits filed as inhibitors. hit rate 0.093% among 390,000. AID 602179, 2012; note: potency is the fitted concentration of half-maximal effect; % is set by controls: 0 for no effect and ±100 for the full control effect; nearly all actives have a fitted effect of over 65% in size
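IDH1-R132H (0.5 ug/mL) preincubated 30 min with compound, then NADPH (0.016 mM) and alpha-KG (2 mM) added; 80 min at RT, pH 7.5. Remaining NADPH coupled via diaphorase/resazurin to fluorescence (540/590 nm); concentration-response curves normalized to no-enzyme control.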
TRHR PAM: qHTS for Small Molecule Agonists and Allosteric Enhancers of Human TRH Receptor: Primary Screen for Enhancers | enhancement, % at 2 µM | TRHR cells, fluo-8 calcium fluorescence, EC20 TRH enhancement | Thyrotropin-releasing hormone receptor (Homo sapiens), P34981 | hit rate 0.66% among 360,000 | AID 493056, 2011; in the data active = enhancement above about 30%; note: 0% is about no effect
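Enhancer read-out: after compound pinning and an initial kinetic agonist-mode read, an EC20 of TRH (10 nM final) was injected and fluo-8 calcium signal (Ex 480/Em 530) followed at 1 s/cycle for 100 cycles in TRHR-expressing cells.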
D2 ag: HTS Assay for Allosteric Agonists of the Human D2 Dopamine Receptor: Primary Screen for Agonists; AID 485358, 2010; HEK293 T-REx D2 cells, calcium flux agonist mode; D(2) dopamine receptor (Homo sapiens), P14416; hit rate 0.53% among 340,000; activation, % at 2 µM;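 active = activation over 3 SD above normal in the single-dose calcium agonist read, cut at about 30% in these data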; note: 0% is about no effect
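Agonism scored from kinetic calcium signal (1 read/sec, 180 s) following compound pin transfer, after a 10 s baseline. Cells: HEK293 Trex line expressing inducible D2 receptor coupled to calcium, dye-loaded after overnight culture at 30 C.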
rTrxR1 inhibitor: qHTS Assay for Inhibitors of Mammalian Selenoprotein Thioredoxin Reductase 1 (TrxR1): qHTS; Thioredoxin reductase 1, cytoplasmic (Rattus norvegicus), O89049; recombinant rTrxR1, NADPH fluorescence consumption, selenite substrate; Potency, µM (series often up to 114 µM), without a hit: at the top dose activity change, negative = inhibition, usual class: inhibitors; AID 588453, 2011; hit rate 1% among 390,000; note: potency is the fitted concentration of half-maximal effect; % is set by controls: 0 for no effect and ±100 for the full control effect; nearly all actives have a fitted effect of over 65% in size
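Rat TrxR1 (90 nM in the dispensed reagent) was pre-reduced with 400 uM NADPH for 5 min at room temperature, then incubated with compound for 15 min. After 400 uM selenite was added, NADPH fluorescence (Ex 340/Em 450 nm) was followed for 8 min.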
USP1 inh: Inhibitors of USP1/UAF1: Primary Screen; recombinant USP1/UAF1, Ub-Rhodamine cleavage fluorescence; hit rate 0.23% among 390,000; Ubiquitin carboxyl-terminal hydrolase 1 (Homo sapiens), O94782; AID 743255, 2014; Potency, µM (highest dose often 57.1 µM), inactives show top-dose activity change, negative = inhibition, most hits filed as inhibitors; note: potency is the fitted concentration of half-maximal effect; % is set by controls: 0 for no effect and ±100 for the full control effect; nearly all actives have a fitted effect of over 60% in size; inactives centre near -12
Target sequence (O94782 whole entry, looked up): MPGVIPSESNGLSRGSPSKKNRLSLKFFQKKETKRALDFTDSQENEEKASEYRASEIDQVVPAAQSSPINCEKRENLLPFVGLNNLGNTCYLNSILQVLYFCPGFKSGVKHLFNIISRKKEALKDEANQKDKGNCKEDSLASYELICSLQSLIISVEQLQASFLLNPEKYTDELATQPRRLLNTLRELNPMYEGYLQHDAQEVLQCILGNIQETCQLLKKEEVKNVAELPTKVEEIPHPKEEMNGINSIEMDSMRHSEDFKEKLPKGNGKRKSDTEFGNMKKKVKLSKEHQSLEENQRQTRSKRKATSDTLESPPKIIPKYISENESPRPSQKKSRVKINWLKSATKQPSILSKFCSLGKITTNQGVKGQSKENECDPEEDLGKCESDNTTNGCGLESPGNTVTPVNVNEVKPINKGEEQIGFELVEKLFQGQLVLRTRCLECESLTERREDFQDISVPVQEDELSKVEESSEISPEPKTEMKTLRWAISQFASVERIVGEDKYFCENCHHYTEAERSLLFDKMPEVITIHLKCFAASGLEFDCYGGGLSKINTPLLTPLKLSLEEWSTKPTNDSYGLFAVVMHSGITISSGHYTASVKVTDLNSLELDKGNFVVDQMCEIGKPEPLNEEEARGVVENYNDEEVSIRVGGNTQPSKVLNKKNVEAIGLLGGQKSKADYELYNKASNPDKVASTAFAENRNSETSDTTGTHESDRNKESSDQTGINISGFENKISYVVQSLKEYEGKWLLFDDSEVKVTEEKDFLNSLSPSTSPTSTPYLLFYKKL
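High-throughput fluorogenic screen: 1nM USP1/UAF1 complex, Ub-Rho substrate 150nM final, 50mM HEPES pH 7.8 with 0.5mM EDTA, 0.1 mg/ml BSA, 1mM TCEP and 0.01% Tween-20.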
D2 antagonist: HTS Assay for Allosteric Antagonists of the Human D2 Dopamine Receptor: Primary Screen for Antagonists | D(2) dopamine receptor (Homo sapiens), P14416 | HEK293 TREx D2 cells, calcium flux, dopamine EC80 | inhibition, % at 10 µM | hit rate 2% among 340,000 | AID 485344, 2010; in the data active = inhibition above about 30%; note: 0% is about no effect
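Compounds are added to dye-loaded, induced HEK293 T-REx cells coupled to calcium release via D2; after a 3 min kinetic read an EC80 dopamine stimulus is given and fluorescence is recorded for 3 more min.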
TrxR1 substrate: qHTS Assay for Substrates of Mammalian Selenoprotein Thioredoxin Reductase 1 (TrxR1): qHTS. purified TrxR1 substrate turnover, NADPH consumption readout. Potency, µM (doses to about 114 µM), inactives show top-dose activity change, negative = substrate turnover. hit rate 0.01% among 390,000. AID 588456, 2011; note: potency is the fitted concentration of half-maximal effect; % is set by controls: 0 for no effect and ±100 for the full control effect; nearly all actives have a fitted effect of over 50% in size
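Rat TrxR1, dispensed at 90 nM, was prereduced with 400 uM NADPH (final) for 5 min at ~22 deg C, then incubated with compound 15 min before 400 uM selenite. A first-read NADPH fluorescence drop versus no-compound background flagged substrates.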
TRHR agonist: qHTS for Small Molecule Agonists and Allosteric Enhancers of Human TRH Receptor: Primary Screen for Agonists; Thyrotropin-releasing hormone receptor (Homo sapiens), P34981; TRHR cells, calcium flux fluo-8, FDSS agonist mode; activation, % at 2 µM; hit rate 0.18% among 360,000; AID 493084, 2011; in the data active = activation above about 30%; note: 0% is about no effect
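Steps: seed TRHR cells overnight; add fluo-8 no-wash Ca dye, RT 30 min–1.5 h; record 10 s baseline; pin-transfer compounds; monitor fluorescence 1 cycle/s for the agonist window. Calcium increases flag candidate agonists.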
An asterisk follows results filed as active; ? = inconclusive; . = not tested or not shown; [ ] = dose if it differs, or a comment. Unless noted, calls come from the whole dose curve; as a rule, active = well fitted inhibition curve with a large enough effect; inconclusive = small, poorly fitted or top-dose-only effect; inactive = no such curve, though single readings can be large or run the other way.

SMILES | PI4K2A block | IDH1 R132H inh | TRHR PAM | D2 ag | rTrxR1 inhibitor | USP1 inh | D2 antagonist | TrxR1 substrate | TRHR agonist
O=C(C1CCCCN1S(=O)(=O)c1ccccc1[N+](=O)[O-])N1CCCCC1 (stereo unspecified) | -1.9 | -7.2% | -1.9 | -0.2 | 21.3% | -0.4% | -3.3 | -2.8% | 0.1
Nc1nonc1-n1nnc(C(=O)N/N=C/c2ccc(Br)cc2)c1CSC1=NCCS1 | 1.5 | 3.2% | 2.7 | 0.1 | 0.7% | -21.5% | 9.4 | 0.1% | 0.9
COc1ccc(CN2C(=O)c3ccccc3C2=O)cc1C(=O)O | 0.1 | 0.4% | 1.1 | 0.7 | 17.3% | -14.2% | 6.6 | -0.8% | 2.1
Cc1cccc(NC(=O)CN2C(=O)CSC2=O)c1 | 4.0 | 8.0% | 11.6 | -0.1 | 18.5%[57.1 µM] | -11.4% | -5.4 | 6.8%[57.1 µM] | -0.2
Nc1nonc1-n1nnc(C(=O)N/N=C/c2ccccc2Cl)c1CSc1ccccc1 | 3.4 | -0.4% | 12.3 | -1.1 | 25.5%[11.4 µM] | -16.1% | -0.9 | 10.8%[57.1 µM] | -0.4
CCc1cccc(OCCCN2C(=O)NC(C)(C)C2=O)c1 | -2.6 | 3.5% | -10.5 | 1.0 | -5.1% | -16.4% | -5.4 | -5.0% | 1.5
Cc1cc(C)nc(NS(=O)(=O)c2ccc(N/C=C\C(=O)c3ccc(Cl)cc3)cc2)n1 | -1.6 | -4.8% | 9.9 | -0.1 | 14.9% | -21.6% | -5.2 | 5.8% | 0.3
CC1CCN(c2ccccc2NC(=S)NC(=O)c2ccco2)CC1 | 3.9 | 10.8% | . | . | ? | -11.8% | . | -17.3% | .
C/C(=N\NC(=O)Cn1nc(C)c([N+](=O)[O-])c1C)c1ccc(O)cc1 | 0.6 | 7.6% | 1.6 | 0.6 | -1.2% | -5.6% | 2.4 | -4.1% | -0.2
CC(C)(C)OC(=O)NCc1ccc(CNC(=O)c2[nH]cnc2C(=O)N[C@@H](Cc2ccccc2)C(=O)OC(C)(C)C)cc1 | -2.0 | -23.5% | 2.6 | . | 19.9% | ? | . | -9.9% | 1.1
O=C(CN1C(=O)c2ccccc2S1(=O)=O)c1ccc(F)cc1 | -1.7 | 3.1% | 3.0 | 0.2 | 16.7% | -19.2% | 7.6 | -3.0% | 0.3
O=[N+]([O-])c1cccc(-c2nc3ccccc3s/c2=N/O)c1 | -0.3 | 5.0% | -11.4 | -0.4 | 18.9% | -17.4% | -5.6 | -0.8% | 4.1
COC(=O)c1ccc(NC(=O)Nc2ccccc2F)cc1 | ? | 0.0% | -1.7 | -0.3 | 8.6% | ? | 4.3 | 3.0% | 0.1
O=C(CNC(=O)c1ccccc1F)OCCOc1cccc(Cl)c1 | 2.5 | 2.7% | -3.9 | -0.3 | 6.7%[57.1 µM] | -19.3% | -16.5 | 3.7%[57.1 µM] | -0.3
CCn1c(=O)c(C(=O)CN2CCN(S(=O)(=O)c3ccccc3)CC2)c(N)n(Cc2ccccc2)c1=O | 5.6 | -8.6% | 0.8 | 0.9 | 1.0%[57.1 µM] | -13.7% | -11.6 | 2.7%[57.1 µM] | 1.6
Cc1onc(-c2ccc(Cl)cc2Cl)c1C(=O)/C=C/N(C)C | -6.4 | 3.1% | 0.6 | -0.1 | 1.7% | -11.2% | 16.2 | -10.9% | -1.0
Cc1cccc(C)c1NC(=O)CCCCCNS(=O)(=O)c1ccccc1 | -6.9 | 1.1% | 3.3 | 0.3 | 24.4%[57.1 µM] | -10.5% | -8.2 | 9.8% | -0.8
COc1cc(OC)c(NC(=O)Nc2ccccc2OCc2cc(=O)n3cc(C)ccc3n2)cc1Cl | -3.2 | -1.1% | -7.2 | -0.3 | 20.7%[57.1 µM] | -24.5% | . | -0.4%[57.1 µM] | 0.3
C/C(=N\NC(=O)CN(c1ccc(C)cc1)S(C)(=O)=O)c1cccs1 | -3.1 | 8.0% | 0.8 | 5.1 | 14.2%[57.1 µM] | -10.3% | -5.6 | -8.1% | -0.2
Cc1cc2oc(=O)cc(COC(=O)c3n[nH]c4ccccc34)c2cc1C | -6.0 | 0.3% | 1.3 | -2.4 | 14.1%[57.1 µM] | 3.8% | -5.9 | 7.2%[57.1 µM] | -0.6
COCCCNC(=O)/C(C#N)=C/c1c(N2CCN(C)CC2)nc2c(C)cccn2c1=O | 0.9 | 3.2% | 3.6 | 0.0 | 0.8%[57.1 µM] | -14.4% | 8.4 | 42.3%[activator][57.1 µM] | 0.0
CC(=O)N/C(=C\c1ccc(F)cc1)C(=O)OC(C)C | 3.8 | -7.7% | -2.0 | 0.7 | 18.4% | -13.7% | 9.4 | -1.6% | 0.7
CCOc1ccccc1C1c2[nH]c3ccccc3c2C[C@H]2C(=O)N(C3CCN(Cc4ccccc4)CC3)CC(=O)N12 (stereo partly specified) | 4.8 | 1.7% | 1.4 | . | 17.9%[57.1 µM] | ? | . | 6.2%[57.1 µM] | 0.7
CN(C(=O)COn1nnc2ccc(Cl)cc21)C1CCS(=O)(=O)C1 (stereo unspecified) | -1.8 | -8.9% | . | . | 24.2% | -1.4% | . | -1.1% | .
Cc1nn(-c2ccccc2)c(C)c1NC(=O)COC(=O)c1ccccc1OC(F)F | 2.7 | 7.8% | -0.4 | 0.2 | 16.2% | -13.5% | -13.1 | 3.1% | 0.4
CC(C(=O)Nc1cccc(C#N)c1)N(C)CCOc1ccccc1 (stereo unspecified) | 6.6 | -1.5% | -3.9 | -1.6 | 25.6% | -6.7% | 14.0 | 3.2%[0.457 µM] | -0.1
O=C(CNC(=O)c1cccs1)OCC(=O)c1ccc2ccccc2c1 | -5.2 | -6.4% | -2.2 | -0.1 | 16.6%[57.1 µM] | -10.0% | -10.7 | 6.1%[57.1 µM] | -1.2
CC(Oc1ccc(Cl)cc1Cl)C(=O)Nc1ccncc1 (stereo unspecified) | 3.7 | 6.6% | -6.0 | -0.2 | 10.7% | -14.3% | -11.7 | 2.6% | -0.5
O=C(NNC(=O)C1CCN(S(=O)(=O)c2ccc(Cl)cc2)CC1)c1ccccc1 | -3.0 | 4.4% | 6.5 | -2.2 | 4.7% | -10.5% | 2.5 | 3.0% | -0.6
Clc1ccc(-c2csc(-c3cccnc3)n2)s1 | -4.7 | 19.6% | -3.1 | -1.3 | -1.3% | -14.2% | -16.4 | 4.7% | 0.0
S=C(NCCc1ccccc1)Nc1ccc(Br)cc1 | 2.5 | 0.7% | 1.4 | 0.6 | -21.1% | -13.4% | 18.0 | -14.1% | -0.7
O=C(N(c1ccccc1)c1ccccc1)n1ccnc1 | 6.4 | 2.9% | 3.4 | 0.1 | 20.6% | -13.5% | -2.4 | 4.4% | -0.2
CSc1ccc(S(=O)(=O)NCC(=O)OCC(=O)NC2(C#N)CCCCC2)cc1[N+](=O)[O-] | 1.3 | 3.4% | -1.2 | -0.1 | -37.4%[57.1 µM] | -13.8% | -30.6 | -1.0% | 0.8
CC1CCN(C(=O)c2cc3c(=O)n(C)c4ccccc4c3s2)CC1 | -0.3 | -1.1% | 11.4 | -0.2 | -1.9% | 7.3% | . | 1.4% | -0.6

Structural class: the compounds so far with fluorine.
SMILES | PI4K2A block | IDH1 R132H inh | TRHR PAM | D2 ag | rTrxR1 inhibitor | USP1 inh | D2 antagonist | TrxR1 substrate | TRHR agonist
O=C(CN1C(=O)c2ccccc2S1(=O)=O)c1ccc(F)cc1 | -1.7 | 3.1% | 3.0 | 0.2 | 16.7% | -19.2% | 7.6 | -3.0% | 0.3
COC(=O)c1ccc(NC(=O)Nc2ccccc2F)cc1 | ? | 0.0% | -1.7 | -0.3 | 8.6% | ? | 4.3 | 3.0% | 0.1
O=C(CNC(=O)c1ccccc1F)OCCOc1cccc(Cl)c1 | 2.5 | 2.7% | -3.9 | -0.3 | 6.7%[57.1 µM] | -19.3% | -16.5 | 3.7%[57.1 µM] | -0.3
CC(=O)N/C(=C\c1ccc(F)cc1)C(=O)OC(C)C | 3.8 | -7.7% | -2.0 | 0.7 | 18.4% | -13.7% | 9.4 | -1.6% | 0.7
Cc1nn(-c2ccccc2)c(C)c1NC(=O)COC(=O)c1ccccc1OC(F)F | 2.7 | 7.8% | -0.4 | 0.2 | 16.2% | -13.5% | -13.1 | 3.1% | 0.4
